Screening results as filed in PubChem BioAssay.
PAFAH1B3 FP inh = PAFAH1B3 enzyme inhibitors, primary screen, biochemical, fluorescence polarization, human; 340,000 tested, 0.28% active; inhibition, % at 3.39 µM; recombinant PAFAH1B3, FP-rhodamine probe;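 active = inhibition above the screen-wide average of all tested compounds plus 3 SD, cut at about 25% in these data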;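 also: 0% = enzyme with DMSO only and 100% = wells lacking PAFAH1B3 protein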
Target sequence (Q15102 whole entry, looked up): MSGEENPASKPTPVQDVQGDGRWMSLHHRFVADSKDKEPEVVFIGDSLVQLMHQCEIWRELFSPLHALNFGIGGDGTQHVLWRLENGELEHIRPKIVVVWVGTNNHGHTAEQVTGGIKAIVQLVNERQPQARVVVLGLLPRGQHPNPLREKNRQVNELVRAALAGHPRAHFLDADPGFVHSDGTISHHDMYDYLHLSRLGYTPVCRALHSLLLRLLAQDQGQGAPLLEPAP
PAFAH1B2 FP inh = PAFAH1B2 enzyme inhibitors, primary screen, biochemical, fluorescence polarization, human; 340,000 tested, 1.2% active; inhibition, % at 3.39 µM; recombinant PAFAH1B2, FP-rhodamine activity probe;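 active = inhibition above the mean of all tested compounds plus 3 SD, cut at about 24% in these data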;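 also: 0% = enzyme with DMSO and 100% = wells lacking PAFAH1B2; many of its hits are not listed in these tables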
Target sequence (P68402 whole entry, looked up): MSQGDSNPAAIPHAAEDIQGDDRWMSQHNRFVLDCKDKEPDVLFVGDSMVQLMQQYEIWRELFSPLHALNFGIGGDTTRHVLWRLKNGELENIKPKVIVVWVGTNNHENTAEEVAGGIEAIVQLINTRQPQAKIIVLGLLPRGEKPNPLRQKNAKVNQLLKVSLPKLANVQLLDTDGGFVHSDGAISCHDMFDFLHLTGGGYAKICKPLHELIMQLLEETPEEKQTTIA
Starred values were filed as active, the others as inactive.

SMILES | PAFAH1B3 FP inh | PAFAH1B2 FP inh
O=c1oc2c(CN3CCCCC3)c(O)ccc2cc1-c1nc2ccccc2[nH]1 | 3 | -1
CCCN(C(=O)c1cc(S(=O)(=O)N(C)c2ccccc2OC)ccc1C)C1CCS(=O)(=O)C1 (stereo not given) | 6 | 1
COc1ccc(C(=O)/C=C/C(=O)N(CC(=O)NC2CCCCC2)Cc2ccccc2)c(O)c1 | 3 | 6
Nc1ncnc2c(C3OC(CO)C(O)C3O)c[nH]c12 (stereo not given) | 6 | 2
CN(C)C(=O)c1ccc(NC(=O)c2cc(-c3ccco3)nc3ccccc23)cc1 | 13 | 8
O=C(COC(=O)/C=C/c1ccc(F)cc1)NC1CCS(=O)(=O)C1 (stereo not given) | 7 | 1
C=C(C)CSc1nnc2n(Cc3ccccc3)c(=O)c3c4c(sc3n12)CCC4 | -1 | -2
CC(C)(C)C(=O)C(C(c1ccccc1)N1CCOCC1)N1CCOCC1 (stereo not given) | 6 | 4
Clc1nc(NC2CCCCC2)c2cn[nH]c2n1 | -1 | -4
COc1ccc(CCNC(=O)COc2cccc(-n3cnnn3)c2)cc1 | -2 | -2
COc1ccc(CN2CCC3CC2c2cc(-c4cccc(C)c4)ccc23)cc1 (stereo not given) | -1 | -1
CC1CCC2(CC1)NC(=O)N(NC(=O)c1ccc(OC(C)C)cc1)C2=O (stereo not given) | -1 | 1

The last 2 entries of the section before come first, to join the parts:
SMILES | PAFAH1B3 FP inh | PAFAH1B2 FP inh
COc1ccc(CN2CCC3CC2c2cc(-c4cccc(C)c4)ccc23)cc1 (stereo not given) | -1 | -1
CC1CCC2(CC1)NC(=O)N(NC(=O)c1ccc(OC(C)C)cc1)C2=O (stereo not given) | -1 | 1
C=CCNC(=S)N1CCC(Cc2ccccc2)CC1 | 16 | 5
COc1nc(NC2OC(CO)C(O)C(O)C2O)c(N)c(=O)[nH]1 (stereo not given) | 7 | 4
CC(=O)c1cc2c(ccc3ccccc32)oc1=O | -1 | 6
NC1(C(=O)O)CCCCC1c1ccccc1 (stereo not given) | 11 | 5
Cc1ccccc1Oc1ccc2c(c1)[C@@H]1C[C@H](N(C)C(=O)Nc3cc(Cl)cc(Cl)c3)[C@H]([C@H](C)O)C(=O)N1CC2 | -27 | -20
COc1ccc(S(=O)(=O)N2CCCCC2)cc1NC(=O)CCC(=O)N1CCC(c2ccccc2)=N1 | 0 | 0
CC(C)C[C@@H](CNCC(=O)[C@H](CC(C)C)NC(=O)c1[nH]cnc1C(=O)N[C@@H](C)CN)NC(=O)c1nc[nH]c1C(=O)N[C@@H](C)C(=O)O | 8 | 8
COc1cccc(C(=O)Nc2sc3c(c2C(=O)O)CCCC3)c1 | 16 | 5
C(=NN1CCCCCC1)c1ccc2c(c1)OCO2 | 1 | 2
COc1ccccc1CN(C)CC(=O)Nc1cccc(S(=O)(=O)N2CCCCC2)c1 | -1 | 5
C/C=N/N(c1ccccc1)c1ccccc1 | 0 | 9
CCOCC(=O)NC1CCc2cc(OC)c(OC)c(OC)c2-c2ccc(SC)c(=O)cc21 (stereo not given) | 3 | 2
Cc1csc(SCc2nc3sc4c(c3c(=O)[nH]2)CCC4)n1 | 7 | 7
COc1cc2cc(C)c(Br)c(OC)c2cc1OC | 0 | 2
Cc1cccc(-c2cc(C(=O)Nc3ccncc3)c3ccccc3n2)c1 | 5 | 3
S=c1[nH]nc(COc2ccccc2)n1-c1ccc(Cl)cc1 | 3 | 23
O=[N+]([O-])c1ccc(C=NNC(=S)Nc2ccc(F)cc2)cc1 | 4 | 5
COc1ccc(C2/C(=C(/O)c3ccc4c(c3)CC(C)O4)C(=O)C(=O)N2CCN2CCOCC2)cc1OC (stereo not given) | 8 | 0
Cc1cccn2c(=O)c3cc(C#N)c(=O)n(Cc4cccnc4)c3nc12 | 4 | -2
COc1cc2c(cc1OC)/C(=C/C(=O)c1ccc(C)cc1)NCC2 | 1 | 2
CC1=N/C(=C/c2ccco2)C(=O)O1 | 7 | 2
Cc1cccc(NC(=O)NC2CCCCCCC2)c1 | 6 | 10
COc1cc(/C=C2\SC(N)=NC2=O)ccc1O | 6 | -1
CCc1ccccc1NC(=O)NNC(=O)CCc1ccc(OC)cc1 | 7 | -1
Oc1ccc(C2C=C(c3ccc(F)cc3)Nc3ncnn32)cc1 (stereo not given) | 11 | 5
CCOc1ccc(OCCNC(=O)c2cc(C3CC3)nc3c2cnn3C(C)C)cc1 | 5 | -2
Cn1cc(Br)c(C(=O)N2CCCCCC2)n1 | 1 | 3
COc1ccc(C=CC(C)=NNC(=O)c2ccncc2)cc1 | 8 | 1
O=C(Nc1ccccc1Cl)NC1CCCCCCC1 | 7 | 9
Cc1cc(C([O-])=C(C(=S)Nc2ccc(F)cc2)[n+]2ccccc2)c(C)n1-c1ccc(F)cc1 | 5 | 0
CCOc1ccc(NC(=O)c2ccccc2NC(=O)CN2CCCCCC2)cc1 | 4 | 6
CCc1sc(C(=O)Nc2nc(C)cs2)cc1C | 0 | 7
C=C1C(=O)OC2C1CCC(C)C1C=CC(=O)C12C (stereo not given) | 4 | 2
CCN(C(=O)COC(=O)CCCOc1ccc(Cl)cc1C)c1c(N)n(Cc2ccccc2)c(=O)[nH]c1=O | 4 | -1
COc1ccccc1N1CCN(C2CCCN(C(=O)CCc3ccccn3)C2)CC1 (stereo not given) | 5 | 2
COc1cc(C2C(C(=O)c3cc4ccccc4o3)=C(O)C(=O)N2CCN2CCOCC2)ccc1OCCC(C)C (stereo not given) | 6 | 4
O=C(Nc1nnc(SCc2ccc(F)cc2)s1)c1ccc2ncsc2c1 | 4 | 4
O=C(O)c1ccc(N2C(=O)c3cccc4cccc(c34)C2=O)cc1 | -3 | 1
CCN(CC)Cc1cc2[nH]c3c4ccc(Cl)cc4ncc3c2cc1OC | 9 | 6
O=C(CN1CCN(CC(=O)c2ccccc2)CC1)c1ccccc1 | 3 | 1
O=C(O)CC/C(=N\Nc1ccc(S(=O)(=O)N2CCCC2)cc1[N+](=O)[O-])c1cccs1 | 10 | 28*
COc1ccc(-c2cc(C(=O)NN3CCOCC3)c3ccccc3n2)cc1OC | -2 | -1
CC1CCC(NC(=O)c2cc3c(s2)CS(=O)(=O)C3)CC1 (stereo not given) | 3 | 3
COc1cc2c(cc1OC)C(Cc1cc(OC)c(OC)cc1[N+](=O)[O-])=NCC2 | 11 | 0
c1ccc2scnc2c1 | 5 | -1
CCOC(=O)C1=C(COC(=O)COc2ccccc2C(C)C)NC(=O)NC1C (stereo not given) | -3 | 1
COC(=O)NN=C1CCC(c2ccccc2)CC1 (stereo not given) | 3 | 3
Cc1ccc2nc(COC(=O)CNC(=O)c3ccccc3)cn2c1 | 0 | 0
Cc1ccnc(NC(=O)CN2C(=O)NC(C)(c3ccc4ccccc4c3)C2=O)c1 (stereo not given) | 10 | 2
COc1ccc(NC(=O)C2CCCN2C(=O)Nc2ccc(OC)cc2)cc1 (stereo not given) | -1 | 1
Cc1ccc(N2CC(C(=O)N3CCN(c4ccccn4)CC3)CC2=O)cc1 (stereo not given) | 1 | 3
N#Cc1c(-c2cccs2)nc(SCc2ccc(Cl)cc2)[nH]c1=O | 1 | 3
Cc1ccc(NC(=S)NC(=O)c2ccccc2)cc1NC(=S)NC(=O)c1ccccc1 | 1 | 1
Cc1n[nH]c(C)c1CCc1nc2c3ccccc3nc(SCC(N)=O)n2n1 | 9 | -4
O=C(CC1SC(N2CCCC2)=NC1=O)Nc1ccc(C(=O)NCc2ccc(F)cc2)cc1 (stereo not given) | 8 | 0
CC(C)n1c(SCC(N)=O)nc2c1c(=O)[nH]c(=O)n2C | 5 | -1
CCOC(=O)CCCCCCCCC(=O)Nc1ccc(-n2[nH]c(=O)cc2C)cc1 | 0 | 3
CC(=O)c1ccc(NC(=O)CSc2ccsc2[N+](=O)[O-])cc1 | 14 | 0
Cn1c(=O)oc2cc(S(=O)(=O)N3CCC(C(=O)N4CC=C(c5ccccc5)CC4)CC3)ccc21 | 5 | 0
CCCCCCCCCCCCCCCC(O)C[N+](C)(C)CCO (stereo not given) | -1 | 0

Following part.
SMILES | PAFAH1B3 FP inh | PAFAH1B2 FP inh
O=C(c1ccccc1)N(c1ccccc1)c1nccc2ccccc12 | 4 | 7
O=C1c2ccccc2C(=O)C1C(=O)C1CC1 | 0 | 6
CCN(C(=O)CSc1nnc(-c2ccccc2Cl)n1N)c1c(N)n(Cc2ccccc2)c(=O)[nH]c1=O | 4 | -1
COCCn1c(CN2CCN(C(c3ccccc3)c3ccccc3)CC2)nc2c1c(=O)n(C)c(=O)n2C | 4 | 2
C#CCOCCOCCOCCNc1nc(N2CCN(C(=O)Cn3cc(CC(C)O)nn3)CC2)nc(N2CCN(C(=O)[C@H](C)n3cc(CCC(=O)O)nn3)CC2)n1 (stereo not given in full) | -4 | 1
COC(=O)c1sccc1NC(=O)Nc1cc(OC)ccc1OC | 8 | 5
COC(C[C@@H]1O[C@H]1[C@@H](O)COCc1ccccc1)OC | 6 | 8
CCN1C(=O)[C@H]2[C@H]3CN=C(SC)N3[C@@](C)(C(=O)OC)[C@H]2C1=O | 8 | 1
CCCCn1c(N)c(N(CCOC)C(=O)COC(=O)c2ccccc2NCCO)c(=O)[nH]c1=O | -9 | 2
O=S(=O)(c1cccc2ccccc12)N1CCCCC1 | 1 | 0
COc1ccc(N2CCN(C(c3ccccc3OC)c3nnnn3C3CCCC3)CC2)cc1 (stereo not given) | -1 | -7
COc1ccc(NCC(=O)N/N=C2\CCCC(C)C2)cc1 (stereo not given) | 1 | 1
COc1ccccc1N(CC(=O)NC1CCCC1)S(=O)(=O)c1cccc(C(F)(F)F)c1 | 7 | -2
O=C(CCN1CCN(c2ccccc2)CC1)NNC(=O)Cc1c(F)cccc1Cl | 1 | -3
CCOC(=O)N1CCC(NC(=O)c2ccc3nc(N4CCOCC4)sc3c2)CC1 | 7 | -3
CCc1ccccc1OCC(=O)Nc1cccc(S(=O)(=O)N2CCCC2)c1 | 4 | 4
CCCCN(C(=O)CSCC(=O)Nc1ccc(OC)cc1)c1c(N)n(CC(C)C)c(=O)[nH]c1=O | 5 | 2
O=C(COC(=O)/C=C/c1cccc(C(F)(F)F)c1)NC(=O)NC1CCCC1 | 4 | -2
CCC(c1ccc(O)c(O)c1)C(CC)c1ccc(O)c(O)c1 (stereo not given) | -4 | 27*
Cc1cccn2c(CNCCc3ccco3)c(C(=O)N3CCOCC3)nc12 | -3 | 0
CN(Cc1ccccc1F)C(=O)C1CCCN(C(=O)c2ccc(Cl)cc2)C1 (stereo not given) | 8 | 4
O=C(CNS(=O)(=O)c1ccc(Br)s1)N1CCN(c2ncccn2)CC1 | 4 | 25*
O=C(c1cccs1)N1CCN(S(=O)(=O)c2cccc(Cl)c2Cl)CC1 | -2 | -2
Cc1cc(C(=O)CN2C(=O)C(=O)N(C3CCCC3)C2=O)c(C)n1CCc1ccccc1 | 2 | 20
CCOC(=O)C1C(=O)NC(C(=O)OCC)(C(=O)OCC)C1CC (stereo not given) | 7 | 2
O=C(CNc1ccccc1N1CCCC1=O)Nc1cc(C(F)(F)F)ccc1-n1cncn1 | 7 | -4
CC1(O)CC(C)(C)C(C#N)C(=O)N1 (stereo not given) | 15 | 6
COC(=O)C[C@H]1C=C[C@@H](C(C(=O)OC)C(=O)OC)CN1C(C)=O | 1 | 4
CC(=O)Nc1ccc(S(=O)(=O)N(C)c2ccc(OCC(=O)NCCc3ccccc3F)cc2)cc1 | -1 | 0
COc1ccccc1CN(C)C(=O)CNC(=O)c1cccc(Cl)c1 | 7 | 1
Nc1nc(SCc2ccccc2)c2ncn(C3CCCCC3)c2n1 | 8 | 8
CCOC(=O)C1CCCN(C(=O)c2ccc(-c3ccccc3Cl)o2)C1 (stereo not given) | -1 | 1
CC(Oc1ccccc1)C(=O)Nc1nc(-c2ccccn2)cs1 (stereo not given) | 8 | 0
CCc1nc2sc3c(c2c(=S)[nH]1)CC(C)(C)OC3 | -1 | 1
CNC(=S)NN=C(C)c1ccc(OC)cc1O | 14 | 3
CN(C(=O)c1cccc(C#N)c1)c1nnc(-c2ccncc2)s1 | 8 | 5
COc1ccccc1/C=N/n1nnnc1N | 11 | -3

At a glance, part of the list above.
SMILES | PAFAH1B3 FP inh | PAFAH1B2 FP inh
CCCCN(C(=O)CSCC(=O)Nc1ccc(OC)cc1)c1c(N)n(CC(C)C)c(=O)[nH]c1=O | 5 | 2
O=C(COC(=O)/C=C/c1cccc(C(F)(F)F)c1)NC(=O)NC1CCCC1 | 4 | -2
CCC(c1ccc(O)c(O)c1)C(CC)c1ccc(O)c(O)c1 (stereo not given) | -4 | 27*
Cc1cccn2c(CNCCc3ccco3)c(C(=O)N3CCOCC3)nc12 | -3 | 0
CN(Cc1ccccc1F)C(=O)C1CCCN(C(=O)c2ccc(Cl)cc2)C1 (stereo not given) | 8 | 4
O=C(CNS(=O)(=O)c1ccc(Br)s1)N1CCN(c2ncccn2)CC1 | 4 | 25*
O=C(c1cccs1)N1CCN(S(=O)(=O)c2cccc(Cl)c2Cl)CC1 | -2 | -2
Cc1cc(C(=O)CN2C(=O)C(=O)N(C3CCCC3)C2=O)c(C)n1CCc1ccccc1 | 2 | 20
CCOC(=O)C1C(=O)NC(C(=O)OCC)(C(=O)OCC)C1CC (stereo not given) | 7 | 2
O=C(CNc1ccccc1N1CCCC1=O)Nc1cc(C(F)(F)F)ccc1-n1cncn1 | 7 | -4
CC1(O)CC(C)(C)C(C#N)C(=O)N1 (stereo not given) | 15 | 6
COC(=O)C[C@H]1C=C[C@@H](C(C(=O)OC)C(=O)OC)CN1C(C)=O | 1 | 4
CC(=O)Nc1ccc(S(=O)(=O)N(C)c2ccc(OCC(=O)NCCc3ccccc3F)cc2)cc1 | -1 | 0
COc1ccccc1CN(C)C(=O)CNC(=O)c1cccc(Cl)c1 | 7 | 1
Nc1nc(SCc2ccccc2)c2ncn(C3CCCCC3)c2n1 | 8 | 8
CCOC(=O)C1CCCN(C(=O)c2ccc(-c3ccccc3Cl)o2)C1 (stereo not given) | -1 | 1
CC(Oc1ccccc1)C(=O)Nc1nc(-c2ccccn2)cs1 (stereo not given) | 8 | 0
CCc1nc2sc3c(c2c(=S)[nH]1)CC(C)(C)OC3 | -1 | 1

This is a subset (hit frequency here may not be typical).
